ALOX12 inhib – blocks human 12-lipoxygenase activity; P18054; AID 1452; actives 0.12% (n = 150,000); Potency, µM (highest dose often 57.1 µM), for the others: top-dose activity change, negative = inhibition, hits mostly inhibitors; purified 12-hLO, xylenol orange hydroperoxide absorbance; further: potency means the concentration at half of the fitted maximal effect; nearly all actives have a fitted effect of over 55% in size; many of its hits are not listed in these tables
Target sequence (P18054 whole entry, looked up): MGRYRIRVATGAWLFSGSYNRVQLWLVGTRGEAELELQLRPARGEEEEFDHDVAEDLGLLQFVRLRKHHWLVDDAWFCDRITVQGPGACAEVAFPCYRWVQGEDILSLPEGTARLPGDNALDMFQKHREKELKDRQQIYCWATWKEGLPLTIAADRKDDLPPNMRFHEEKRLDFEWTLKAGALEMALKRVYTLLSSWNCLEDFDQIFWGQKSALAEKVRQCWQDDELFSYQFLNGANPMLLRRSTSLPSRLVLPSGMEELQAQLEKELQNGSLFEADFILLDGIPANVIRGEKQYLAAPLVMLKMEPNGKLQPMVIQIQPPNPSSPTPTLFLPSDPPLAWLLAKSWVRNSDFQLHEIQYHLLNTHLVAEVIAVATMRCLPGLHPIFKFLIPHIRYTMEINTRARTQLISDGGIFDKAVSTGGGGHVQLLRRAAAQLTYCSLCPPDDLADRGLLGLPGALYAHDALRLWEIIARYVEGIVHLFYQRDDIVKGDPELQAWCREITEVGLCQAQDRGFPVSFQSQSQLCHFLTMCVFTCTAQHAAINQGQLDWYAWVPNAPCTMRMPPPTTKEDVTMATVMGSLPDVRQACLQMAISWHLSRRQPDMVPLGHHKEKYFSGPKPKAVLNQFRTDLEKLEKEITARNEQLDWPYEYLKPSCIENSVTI
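Xylenol orange chromogenic assay: hydroperoxide from 12hLO oxidises Fe(II), giving red-shifted Fe(III)-XO absorbance. Conditions: 150 nM enzyme, 40 uM arachidonic acid, 25 mM Hepes pH 7.0, 0.01% Triton X-100, 30 min, room temperature.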
PNC inhibitor – inhibitors of perinucleolar compartment assembly; activity change (PNC), negative = inhibition, % at 10 µM; PC3M PTB-GFP, PNC prevalence imaging, 16 h; stronger effect = lower value; AID 2417; actives 3.1% (n = 140,000);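 active means readout at or below -70, meaning at least 70% loss of cells showing the perinucleolar compartment, a nuclear body marking cancer cells; inconclusive means readout between -30 and a set limit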;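 further: plate controls were DMSO wells for no effect and camptothecin positive control wells for full effect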
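PC3M cells stably expressing PTB-GFP, 750–1000 cells/well, treated 16 h at 37 °C with compound (23 nl of library stock), in duplicate. After paraformaldehyde fixation and Hoechst stain, imaged at 20x; PNC prevalence scored by image analysis.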
IMPase cell inh – cell-permeable inhibitors of inositol monophosphatase (IMPase); inhibition (IP1 accumulation), % at 46.1 µM; CHO-M1 cells, IP1 accumulation, HTRF TR-FRET ratio; P97697; 120,000 tested, under 10 active; active means well fitted curve in the direction sought with a large enough effect in the signal ratio, not every such curve was filed as active; inconclusive means small, poorly fitted or top-dose-only effect, or a change in a side signal; inactive means no such curve, though single readings can be large or run the other way; the % refers to the signal ratio;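 further: cells stimulated with carbachol in lithium chloride buffer; plate controls were DMSO basal wells for no effect and reference inhibitor wells for full effect; higher means more IMPase inhibition seen as more IP1 and lower FRET ratio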
Target sequence (P97697 whole entry, looked up): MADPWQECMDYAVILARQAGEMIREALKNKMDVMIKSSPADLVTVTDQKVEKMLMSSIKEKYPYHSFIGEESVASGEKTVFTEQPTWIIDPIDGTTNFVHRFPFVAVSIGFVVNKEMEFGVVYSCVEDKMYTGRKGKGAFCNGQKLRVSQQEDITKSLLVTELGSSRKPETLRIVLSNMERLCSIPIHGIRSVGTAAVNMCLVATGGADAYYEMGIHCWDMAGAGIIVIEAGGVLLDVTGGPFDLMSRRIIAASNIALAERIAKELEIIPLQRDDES
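In this qHTS, compounds (final up to 46 uM) act on CHO-M1 cells that are then activated through the M1 receptor with carbachol, in pH 7.4 buffer containing 50 mM LiCl, for 30 min. IP1 accumulation is quantified by the IP-One immunoassay.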
15-hLO-2 inh – inhibitors of human 15-lipoxygenase 2 (ALOX15B) | Potency, µM (doses to about 57.1 µM), for inactives: top-dose activity change, negative = inhibition, hits mostly inhibitors | O15296 | AID 881 | purified 15hLO-2, xylenol orange hydroperoxide absorbance | actives 0.56% (n = 110,000); further: potency means the concentration at half of the fitted maximal effect; nearly all actives have a fitted effect of over 60% in size; many of its hits are not listed in these tables
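Purified human 15hLO-2 (50 nM) preincubated 15 min with compound, then 45 uM arachidonic acid for 90 min at RT in 25 mM Hepes pH 7.5, 0.01% Triton X-100. Hydroperoxide detected by Fe-xylenol orange; 573/405 nm absorbance ratio.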
* = called active by the depositor; [ ] = remark or other dose. Unless noted, the call rests on the fitted dose curve; in most records, active means well fitted curve in the direction sought with a large enough effect; inconclusive means small, poorly fitted or top-dose-only effect, or another doubt; inactive means no such curve, though single readings can be large; an effect the other way counts as inactive or inconclusive. Unless noted, on the % scale 0 is the no-effect control and ±100 the full control effect. These rows are one share of the data (hit frequency here may not be typical).

How did O=C(COC(=O)CNC(=O)c1ccc(Cl)cc1)Nc1ccc2c(c1)OCCO2 do in these assays?
ALOX12 inhib: 2%; PNC inhibitor: 39

What do the screens show for `COc1ccc(CCNC(=O)Cn2nnc(-c3cccc(OC)c3OC)n2)cc1OC`?
ALOX12 inhib: 0%; PNC inhibitor: 19; IMPase cell inh: -7; 15-hLO-2 inh: -6%

What do the screens show for `C=CCn1c(-c2cccc3ccccc23)n[nH]c1=S`?
ALOX12 inhib: -2%; PNC inhibitor: 0; IMPase cell inh: -3; 15-hLO-2 inh: -7%

How did COc1ccc(C(=O)N2CCN(C(=O)c3ccncc3)CC2)cc1 do in these assays?
ALOX12 inhib: 4%; PNC inhibitor: 65; IMPase cell inh: 1; 15-hLO-2 inh: -5%

How did Oc1ccc(-c2nnc(SCC3CCCCC3)o2)cc1 do in these assays?
ALOX12 inhib: -20%; PNC inhibitor: -8; IMPase cell inh: 4; 15-hLO-2 inh: 3%

Results for Cc1ccc(-n2nnc3c(=O)n(CC(=O)OCc4ccccc4)cnc32)cc1 ?
ALOX12 inhib: 3%; PNC inhibitor: -13; IMPase cell inh: 13; 15-hLO-2 inh: -3%

Results for COc1cc(NC(=O)CCC2CCCC2)cc(-n2cnnn2)c1 ?
ALOX12 inhib: -1%; PNC inhibitor: inconclusive

Results for O=C1c2ccccc2C(=O)N1OCc1ccc(Cl)cc1 ?
ALOX12 inhib: -3%; PNC inhibitor: 12; IMPase cell inh: 1; 15-hLO-2 inh: -6%

Results for N#CC(C(=O)Nc1ccc(Cl)cc1)=C1Nc2ccccc2N1 ?
ALOX12 inhib: -4%; PNC inhibitor: 41; IMPase cell inh: -3; 15-hLO-2 inh: -5%

What do the screens show for `Cc1ccc[n+](-c2nc3ccccc3nc2C(=C=[N-])C#N)c1`?
ALOX12 inhib: -19%; PNC inhibitor: 32; IMPase cell inh: 9; 15-hLO-2 inh: -23%

What do the screens show for `Cc1noc(C)c1C(=O)OCC(=O)c1c(N)n(CC(C)C)c(=O)n(C)c1=O`?
ALOX12 inhib: 1%; PNC inhibitor: 19; IMPase cell inh: 3; 15-hLO-2 inh: 2%

How did O=C(/C=C/c1ccc(Cl)cc1)N1CCN(c2ccccc2[N+](=O)[O-])CC1 do in these assays?
ALOX12 inhib: -2%; PNC inhibitor: -91*

What do the screens show for `O=C(Nc1ccon1)c1ccc(S(=O)(=O)N2CCCCCC2)cc1`?
ALOX12 inhib: -2%; PNC inhibitor: inconclusive; IMPase cell inh: -6; 15-hLO-2 inh: -1%

Results for Cc1ccc(OCC(=O)N(C)CCc2ccccn2)cc1 ?
ALOX12 inhib: -11%; PNC inhibitor: 21; IMPase cell inh: 15; 15-hLO-2 inh: -23%

What do the screens show for `COc1ccc(-n2c(C)cc(C=O)c2C)cc1Cl`?
ALOX12 inhib: -3%; PNC inhibitor: -24; IMPase cell inh: 10; 15-hLO-2 inh: -5%

Results for c1ccn(-c2ncnc3sc4c(c23)CCCC4)c1 ?
ALOX12 inhib: -7%; PNC inhibitor: 13; IMPase cell inh: 1; 15-hLO-2 inh: -1%

What do the screens show for `CCc1ccccc1NC(=O)c1ccc(CN2CCC(Cc3ccccc3)CC2)cc1`?
ALOX12 inhib: -12%; PNC inhibitor: 11; IMPase cell inh: 12; 15-hLO-2 inh: 42%[activator]

How did Cc1ccccc1C(=O)Nc1sc(C)c(C)c1C(=O)c1ccccc1 do in these assays?
ALOX12 inhib: -4%; PNC inhibitor: 17; IMPase cell inh: -1; 15-hLO-2 inh: -11%

What do the screens show for `Cc1sc(NC(=O)Cc2ccc3c(c2)OCO3)nc1-c1ccc2c(c1)CCN2C(=O)c1ccc(F)cc1`?
ALOX12 inhib: -5%; PNC inhibitor: 36; IMPase cell inh: 7

How did CN1CCc2cc(O)c(O)cc2[C@H](c2ccccc2)C1 do in these assays?
ALOX12 inhib: -6%; IMPase cell inh: 2; 15-hLO-2 inh: inconclusive

How did Cn1c(=O)c2c(nc(CN3CCN(Cc4ccccc4)CC3)n2Cc2ccc(F)cc2)n(C)c1=O do in these assays?
ALOX12 inhib: -7%; PNC inhibitor: inconclusive; IMPase cell inh: 22; 15-hLO-2 inh: 5%

How did CNCCCCCCCCSc1nc(C(C)C)ccc1C(=O)c1cccs1 do in these assays?
ALOX12 inhib: -8%; IMPase cell inh: 10; 15-hLO-2 inh: 27%

How did OC(CNCC(c1ccco1)N1CCCCC1)c1ccccc1 (stereo not given) do in these assays?
ALOX12 inhib: -6%; PNC inhibitor: -127*; IMPase cell inh: 4; 15-hLO-2 inh: 21%

What do the screens show for `O=C(c1ccco1)N1CCN(c2ccccc2F)CC1`?
ALOX12 inhib: -1%; PNC inhibitor: inconclusive; IMPase cell inh: 5; 15-hLO-2 inh: 0%

How did COC(=O)c1ccc(C(C(=O)NCc2ccccc2)N(Cc2cccs2)C(=O)c2cnccn2)cc1 (stereo not given) do in these assays?
ALOX12 inhib: -7%; PNC inhibitor: 31; IMPase cell inh: 2[1.84 µM]; 15-hLO-2 inh: -3%[11.4 µM]

What do the screens show for `COc1ccc(CCNC(=S)Nc2ccc(OC)cc2)cc1`?
ALOX12 inhib: -15%; PNC inhibitor: -14

How did O=C1c2ccccc2-c2nccnc21 do in these assays?
ALOX12 inhib: -6%; PNC inhibitor: -17; IMPase cell inh: 0; 15-hLO-2 inh: -9%

Results for COC(=O)c1ccccc1NC(=S)NC(=O)COc1ccc(C(C)C)cc1 ?
ALOX12 inhib: 1%; PNC inhibitor: -23

How did COc1ccc(-c2[nH]c(-c3ccccc3)nc2SCC(=O)NC2CCCC2)cc1 do in these assays?
ALOX12 inhib: -5%; PNC inhibitor: 39; IMPase cell inh: 1

What do the screens show for `COc1ccccc1CN1C(=O)CN(C2CCCCCC2)C(=O)C1c1ccc(F)cc1` (stereo not given)?
ALOX12 inhib: -17%; PNC inhibitor: inconclusive; IMPase cell inh: -5; 15-hLO-2 inh: 9%

Results for Cc1ccc(NC(=O)Cc2ccc3c(c2)CCCC3)cc1C ?
ALOX12 inhib: 1%; PNC inhibitor: 16; IMPase cell inh: 20; 15-hLO-2 inh: -18%

Results for Cc1cc(C)n2cc(CSc3nc4ccccc4s3)nc2n1 ?
ALOX12 inhib: -1%; PNC inhibitor: -6; IMPase cell inh: -13

How did Cc1cc(C(=O)N/N=C/c2cccc([N+](=O)[O-])c2)c(C)o1 do in these assays?
ALOX12 inhib: -2%; PNC inhibitor: inconclusive; IMPase cell inh: 0; 15-hLO-2 inh: -6%

How did COc1ccc(-c2cn3cccc(C)c3n2)cc1Br do in these assays?
ALOX12 inhib: -7%; PNC inhibitor: 10

How did O=C(Cn1c(=O)sc2ccccc21)OC(CCl)CCl do in these assays?
ALOX12 inhib: -6%; PNC inhibitor: 26; IMPase cell inh: -8

Results for CCC(C)Sc1nc2ccccc2c(=O)[nH]1 (stereo not given) ?
ALOX12 inhib: -3%; PNC inhibitor: 324; IMPase cell inh: -13

Random excerpt: 2 compounds from above
How did Cc1cc(C(=O)N/N=C/c2cccc([N+](=O)[O-])c2)c(C)o1 do in these assays?
ALOX12 inhib: -2%; PNC inhibitor: inconclusive; IMPase cell inh: 0; 15-hLO-2 inh: -6%

Results for COC(=O)c1ccccc1NC(=S)NC(=O)COc1ccc(C(C)C)cc1 ?
ALOX12 inhib: 1%; PNC inhibitor: -23

Additional results:
How did Cc1csc(NC(=O)Nc2cccc(Cl)c2)n1 do in these assays?
ALOX12 inhib: 3%; PNC inhibitor: 13; IMPase cell inh: 14

What do the screens show for `COc1ccc(S(=O)(=O)N(CC(=O)NCc2cccnc2)c2ccc(F)cc2)cc1OC`?
ALOX12 inhib: -1%; PNC inhibitor: inconclusive

Results for CCC1CCCCN1C(=O)Nc1cccc(NC(=O)N2CCCCC2CC)c1 (stereo not given) ?
ALOX12 inhib: 2%; PNC inhibitor: -25; IMPase cell inh: -6; 15-hLO-2 inh: 9%

What do the screens show for `Cc1cc2ccccc2n1CCNC(=O)COc1ccc2ccccc2c1`?
ALOX12 inhib: -13%; PNC inhibitor: inconclusive; IMPase cell inh: -1; 15-hLO-2 inh: 5%

How did CCOc1ccc(NC(=S)N(CCc2c(C)[nH]c3ccccc23)Cc2cccnc2)cc1 do in these assays?
ALOX12 inhib: -24%; PNC inhibitor: 60

Results for COc1ccc(OCC(=O)NNC(=O)c2cccnc2)cc1 ?
ALOX12 inhib: -1%; PNC inhibitor: 12; IMPase cell inh: 3

What do the screens show for `CCCCNC(=O)CS(=O)Cc1nc(-c2cccs2)oc1C` (stereo not given)?
ALOX12 inhib: -1%; PNC inhibitor: -6; IMPase cell inh: 3; 15-hLO-2 inh: -4%

Results for CN1Cc2sc(N)c(C#N)c2CC1(C)C ?
ALOX12 inhib: -13%; PNC inhibitor: 2; IMPase cell inh: 7; 15-hLO-2 inh: -13%

What do the screens show for `O=C(CN(CC1CCCO1)C(=O)CCC(=O)Nc1nccs1)NCc1ccc2c(c1)OCO2` (stereo not given)?
ALOX12 inhib: 2%; PNC inhibitor: -9; IMPase cell inh: 7; 15-hLO-2 inh: -2%

What do the screens show for `Cc1ccccc1OCCn1c(=O)oc2ccccc21`?
ALOX12 inhib: -2%; PNC inhibitor: 35; IMPase cell inh: 8; 15-hLO-2 inh: 1%

What do the screens show for `C=CCN1C(=O)C(Cc2ccc(F)cc2)S/C1=N/N=C/c1cccs1` (stereo not given)?
ALOX12 inhib: -7%; PNC inhibitor: 45; IMPase cell inh: 2; 15-hLO-2 inh: 4%

How did Cc1ccnc(SCC(=O)c2cccc([N+](=O)[O-])c2)n1 do in these assays?
ALOX12 inhib: -9%; PNC inhibitor: -29; IMPase cell inh: 5

Molecules above that have a cyano group, in the order listed:
Results for N#CC(C(=O)Nc1ccc(Cl)cc1)=C1Nc2ccccc2N1 ?
ALOX12 inhib: -4%; PNC inhibitor: 41; IMPase cell inh: -3; 15-hLO-2 inh: -5%

What do the screens show for `Cc1ccc[n+](-c2nc3ccccc3nc2C(=C=[N-])C#N)c1`?
ALOX12 inhib: -19%; PNC inhibitor: 32; IMPase cell inh: 9; 15-hLO-2 inh: -23%

Results for CN1Cc2sc(N)c(C#N)c2CC1(C)C ?
ALOX12 inhib: -13%; PNC inhibitor: 2; IMPase cell inh: 7; 15-hLO-2 inh: -13%

Remaining list, next part.
How did CCNC(=O)OCCC12CC3CC(CC(C3)C1)C2 do in these assays?
ALOX12 inhib: -4%; PNC inhibitor: inconclusive; IMPase cell inh: -1

Results for CN(Cc1ccccc1)Cc1nc2c(c(=O)n(C)c(=O)n2C)n1CCCc1ccccc1 ?
ALOX12 inhib: -4%; PNC inhibitor: inconclusive; IMPase cell inh: 25; 15-hLO-2 inh: 7%[2.29 µM]

Results for COC(=O)c1cccc(C23CC4(C2)[C@H](CN(Cc2ccc(C(F)(F)F)cc2)[C@@H]4c2ccccc2)C3c2ccccc2)c1 (stereo not given in full) ?
ALOX12 inhib: -2%; 15-hLO-2 inh: 0%

What do the screens show for `Cn1c(SCc2nc3ccccc3[nH]2)nnc1-c1ccccn1`?
ALOX12 inhib: -1%; PNC inhibitor: inconclusive; IMPase cell inh: 18; 15-hLO-2 inh: 40%[activator]

How did CCCCN1C(=O)/C(=c2\sc3nc(=O)c(-c4ccccc4)nn3c2=O)c2ccccc21 do in these assays?
ALOX12 inhib: 3%; PNC inhibitor: 20; IMPase cell inh: 4; 15-hLO-2 inh: inconclusive

What do the screens show for `O=C1C2(c3ccccc3)CN(CCCO)CC1(c1ccccc1)CN(CCCO)C2`?
ALOX12 inhib: -2%; PNC inhibitor: 24; IMPase cell inh: -8; 15-hLO-2 inh: 0%

Assay outcomes (PubChem BioAssay)
